Assay outcomes from PubChem.
12-LOX inh = inhibitors of human 12S-lipoxygenase ALOX12; P18054; purified 12hLO, xylenol orange hydroperoxide absorbance; Potency, µM (top dose mostly 108 µM), without a hit: at the top dose activity change, negative = inhibition, hits mostly inhibitors; 580,000 compounds, 1.1% hits; AID 1671190; also: potency is read from the fitted curve at half-maximal effect; % is scaled to controls: 0 for no effect and ±100 for the full control effect
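Purified human 12hLO at 150 nM in 25 mM Hepes, 0.01% Triton X-100, pH 7.0, preincubated 15 min at room temperature with compound. Reaction started with 40 uM arachidonic acid, 30 min at room temperature. Hydroperoxide measured by Fe-xylenol orange, 573/405 nm absorbance ratio.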
BLM inh = blocks DNA unwinding by human BLM helicase; P54132; recombinant BLM DNA unwinding, fluorescence dequenching; 350,000 compounds, 0.2% hits; Potency, µM (highest dose often 56.1 µM), for inactives: at the top dose activity change, negative = inhibition, actives largely listed as inhibitors;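 also: potency is read from the fitted curve at half-maximal effect; plate controls were vehicle for no effect and no enzyme for full effect; nearly all actives have a fitted effect of over 35% in size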
POLB inh = DNA polymerase beta (human) inhibition; 340,000 compounds, 1.3% hits; Potency, µM (titrated, usually from 114 µM), for the others: top-dose activity change, negative = inhibition, usual class: inhibitors; Pol beta primer extension/strand displacement, fluorescence kinetic; also: potency is read from the fitted curve at half-maximal effect; % is scaled to controls: 0 for no effect and ±100 for the full control effect
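Human Pol beta at 10 nM; strand-displacement substrate 50 nM final. Compound exposure 15 min at room temperature before start, reaction 10 min at room temperature.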
Pol iota inh = blocks human DNA polymerase iota activity; 390,000 compounds, 1% hits; AID 588590; Potency, µM (top dose mostly 115 µM), for the others: top-dose activity, negative = inhibition, most hits filed as inhibitors; Pol iota fluorescent replication assay, 10 min; Q9UNA4; also: potency is read from the fitted curve at half-maximal effect
Target sequence (Q9UNA4 whole entry, looked up): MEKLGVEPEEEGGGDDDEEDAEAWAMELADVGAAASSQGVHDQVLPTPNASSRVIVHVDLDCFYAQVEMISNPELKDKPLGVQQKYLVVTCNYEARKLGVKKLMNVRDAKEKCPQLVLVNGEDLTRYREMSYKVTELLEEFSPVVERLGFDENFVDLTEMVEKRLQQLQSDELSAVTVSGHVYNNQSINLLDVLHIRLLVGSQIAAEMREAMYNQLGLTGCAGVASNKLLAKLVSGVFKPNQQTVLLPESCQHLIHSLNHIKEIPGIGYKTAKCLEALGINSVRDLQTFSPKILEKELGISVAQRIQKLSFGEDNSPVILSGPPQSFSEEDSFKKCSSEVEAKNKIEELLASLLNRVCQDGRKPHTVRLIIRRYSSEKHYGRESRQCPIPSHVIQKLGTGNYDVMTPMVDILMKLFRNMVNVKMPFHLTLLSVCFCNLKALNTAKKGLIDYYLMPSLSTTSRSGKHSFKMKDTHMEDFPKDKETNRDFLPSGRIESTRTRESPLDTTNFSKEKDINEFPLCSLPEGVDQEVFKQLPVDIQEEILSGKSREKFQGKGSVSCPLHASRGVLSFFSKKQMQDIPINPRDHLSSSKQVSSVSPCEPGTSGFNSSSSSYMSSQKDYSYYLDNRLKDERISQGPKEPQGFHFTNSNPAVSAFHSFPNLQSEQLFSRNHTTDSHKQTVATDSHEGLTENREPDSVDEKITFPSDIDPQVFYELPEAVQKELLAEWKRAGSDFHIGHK
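Pol iota at 10 nM preincubated 15 min with compounds at room temperature; reaction started with fluorescent substrate, 50 nM final. Fluorescence read kinetically at 0 and 10 min; buffer-only wells as negative control.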
APEX1 inh = inhibitors of human APE1 endonuclease | AID 2517 | 350,000 compounds, 0.35% hits | recombinant APE1, TAMRA/BHQ-2 abasic DNA cleavage fluorescence | Potency, µM (series often up to 65.8 µM), inactives show at the highest dose activity change, negative = inhibition, most hits filed as inhibitors | P27695;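 also: potency is read from the fitted curve at half-maximal effect; plate controls were vehicle for no effect and reference inhibitor for full effect; nearly all actives have a fitted effect of over 55% in size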
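Measures dequenching upon AP-site incision of a 5'-TAMRA/3'-BHQ-2 THF-containing duplex, 50 nM; human APE1 0.75 nM after 15 min room-temperature exposure to compound; kinetic three-point read at one-minute spacing.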
ERG Ets-DNA blk = ERG Ets/DNA interaction inhibition; fluorescence polarization, His-ERG Ets domain / labelled DNA; AID 624246; 370,000 compounds, 0.028% hits; Potency, µM (highest dose often 76.9 µM), without a hit: at the top dose FP activity, negative = inhibition, most hits filed as inhibitors; active = well fitted inhibition curve with a large enough effect in the polarisation, with a control signal flat; inconclusive = small, poorly fitted or top-dose-only effect, or effect the other way, or a change in a side signal; inactive = no such curve, though single readings can be large or run the other way; the % refers to the polarisation;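 also: polarization taken with two DNA probes labelled with fluorescein and Texas red; potency is read from the fitted curve at half-maximal effect; % of control where 0% means no effect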
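His-tagged ERG Ets domain (1 uM in the protein solution; 300mM KCl, 50mM Tris-HCl, 1mM EDTA, 1mM DTT, pH 7.5) received compound, then a probe mix of 5 nM fluorescein-DNA and 100nM Texas-615-DNA. Fluorescence polarization was read for both dyes.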
Pol kappa inh = inhibitors of human DNA polymerase kappa. purified Pol kappa, fluorescent DNA synthesis assay, 10 min. Potency, µM (highest dose often 107 µM), for inactives: top-dose activity, negative = inhibition, most hits filed as inhibitors. 400,000 compounds, 0.53% hits. AID 588579; also: potency is read from the fitted curve at half-maximal effect; % is scaled to controls: 0 for no effect and ±100 for the full control effect
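Fluorescent qHTS in 1536-well format: enzyme (10 nM) and compound sat 15 min at room temperature before 50 nM substrate (final) was added. Signal taken at 0 and 10 min; no-enzyme buffer wells were negative controls.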
Apoferritin bind = binds horse apoferritin like a general anesthetic | 350,000 compounds, 0.074% hits | Potency, µM (titrated, usually from 77.5 µM), for inactives: at the top dose activity change, negative = displacement, hits mostly inhibitors | P02791 | apoferritin/1-aminoanthracene competitive binding, fluorescence; also: potency is read from the fitted curve at half-maximal effect; % is scaled to controls: 0 for no effect and ±100 for the full control effect; nearly all actives have a fitted effect of over 20% in size
Target sequence (P02791 2-175 limits assumed): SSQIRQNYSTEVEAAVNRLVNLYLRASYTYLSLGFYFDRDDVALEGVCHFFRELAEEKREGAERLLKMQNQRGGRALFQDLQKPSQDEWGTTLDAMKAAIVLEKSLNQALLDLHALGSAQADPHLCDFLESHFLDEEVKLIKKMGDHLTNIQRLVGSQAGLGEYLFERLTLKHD
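Read-out: endpoint 1-AMA fluorescence, excitation 380 nm and emission 535 nm, after compounds sit 10 min at room temperature with 10 uM horse-spleen apoferritin in 50% saturated 1-AMA/PBS. Values come from four-parameter Hill fits.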
TRHR agonist = activates the human TRH receptor; P34981; AID 493084; 360,000 compounds, 0.18% hits; TRHR cells, calcium flux fluo-8, FDSS agonist mode; activation, % at 2 µM; in the data active = activation above about 30%; also: 0% is about no effect
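Fluo-8-loaded TRHR cells; 10 s baseline, compound added, kinetic Ca2+ fluorescence read 1/s, agonist mode.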
The depositor's hits bear a star; ? = inconclusive; nt = not tested or not shown; & = joins results of further samples; [ ] = remark or other dose. Unless noted, calls follow the shape of the dose curve; as a rule, active = well fitted curve in the direction sought with a large enough effect; inconclusive = small, poorly fitted or top-dose-only effect, or another doubt; inactive = no such curve, though single readings can be large; an effect the other way counts as inactive or inconclusive.

12-LOX inh,APEX1 inh,Apoferritin bind,POLB inh,TRHR agonist,ERG Ets-DNA blk,BLM inh,Pol kappa inh,Pol iota inh,Compound
?,-2%,-8%,10%,0.6,7%,-5%,-1%,14%,Cc1ccc(OCCCN(C)C)c(Br)c1
3%,20%,nt,nt,0.2,-8%,nt,4%,-5%,CCN(C(=O)CSc1nc(N)cc(=O)[nH]1)C1CCS(=O)(=O)C1 (stereo not given)
-11%,11%,4%,42%,0.2,-9%,-5%,-3%,4%,COc1ccc(/C=N/Nc2nc(Nc3ccccc3)nc(N3CCCCC3)n2)c(OC)c1
0%,26%,-9%,9%,0.1,0%,-3%,-1%,6%,Cc1cc(C)c(C(N)=O)c(NC(=O)Nc2ccccc2)n1
21%,0%,5%,-2%,0.3,-1%,0%,-6%,-1%,COc1ccc(F)cc1S(=O)(=O)n1cc(C)nc1-c1ccccc1
-17%,0%,-18%,6%,0.0,-10%,-2%,-6%,8%,COc1ccc(CC/C(C)=N\NC(N)=O)cc1
211%[activator],nt,nt,nt,nt,-7%,nt,-10%,6%,COc1ccc(C(=O)OCC(O)COC(=O)c2ccc(OC)cc2)cc1
12%,2%,-8%,?,0.2,6%,2%,9%,9%,NC(=O)CSc1nnc(-c2ccoc2)o1
2%,3%,nt,nt,1.1,-14%,nt,-4%,16%,CCc1noc(C)c1C(=O)Nc1ccc(C)c(S(=O)(=O)N2CCCCCC2)c1
?,nt,-8%,-21%,0.9,-1%,-1%,-13%,-17%,COC(=O)c1c(NC(=O)COc2ccc(OC)cc2)sc2c1CCC(C)C2 (stereo not given)
0%,nt,-9%,13%,-0.2,-5%,1%,-16%,12%,COc1ccc(S(=O)(=O)NCCc2nnc3ccc(SCC(=O)Nc4ccccc4C)nn23)cc1
-20%,-20%,nt,nt,0.4,-10%,nt,4%,-20%,NC(=O)/C(N=Nc1ccccc1)=N/Nc1ccccc1
11%,16%,-2%,-1%,-0.3,-7%,0%,4%,17%,CCn1c(=O)c2ccccc2n2c(SCC(N)=O)nnc12
5%,19%,-3%,15%,0.5,-11%,-2%,2%,-5%,COc1cc(C)c(Cl)cc1S(=O)(=O)n1ccnc1
-3%,44%,-22%,-10%,-0.2,-3%,-7%,-19%,20%,C=CCOc1ccc(C2/C(=C(/O)c3ccc4c(c3)CC(C)O4)C(=O)C(=O)N2CCCN2CCOCC2)cc1 (stereo not given)

Additional results follow.
12-LOX inh,APEX1 inh,Apoferritin bind,POLB inh,TRHR agonist,ERG Ets-DNA blk,BLM inh,Pol kappa inh,Pol iota inh,Compound
13%,-4%,-8%,-2%,0.5,-13%,1%,3%,20%,COC(=O)Cn1c(=NC(=O)CSCC(=O)Nc2cc(C)on2)sc2cc(C(=O)OC)ccc21
3%,nt,nt,nt,nt,6%,nt,-10%,32%,C#Cc1ccc([C@@H]2C=C(C(=O)NC3CC3)O[C@H](OCc3ccc(CO)cc3)C2)cc1
14%,1%,-11%,10%,0.5,9%,-3%,-6%,-8%,S=c1sc2c(N3CCN(Cc4ccccc4)CC3)ncnc2n1-c1ccccc1
95%[activator],-4%,-12%,1%,-0.1,4%,0%,-6%,8%,CCOc1cnc(-c2ccc(OC)cc2)o1
0%,9%,-9%,16%,4.4,8%,-11%,-4%,123%[activator],COc1ccc2[nH]cc(/C=C/C(=O)c3ccccc3)c2c1
-13%,nt,61%[activator],-2%,0.3,6%,-7%,-4%,-8%,O=C(COc1ccc2oc3c(c2c1)CCCC3)Nc1cccc(Br)c1
17%,-8%,-8%,-10%,1.1,-1%,-9%,-17%,-1%[58.9 µM],CCN(C1CCCCC1)S(=O)(=O)c1ccc(S(=O)(=O)N(CC(=O)Nc2ccccc2)C2CC2)cc1
?,27%,-12%,7%,-0.2,-4%,-2%,6%,22%,COc1ccc(C(=O)Nc2ccccc2C(=O)Nc2cccc(C)n2)cc1
-22%,-1%,-14%,1%,-0.1,-1%,-3%,-9%,20%,COCc1nnc(NS(=O)(=O)c2ccc([N+](=O)[O-])cc2)s1
-17%,-6%,-18%,-2%,-0.2,4%,-9%,-31%,4%,CC(C)c1cc(Br)ccc1OCCCN1C(=O)NC(C)(C)C1=O
-8%,?,2%,47%,0.8,-6%,-7%,-13%,2%,N#Cc1ccc(-c2cccnc2)nc1SCc1ccc(Cl)c(Cl)c1
52%[activator],3%,-12%,1%,-1.0,10%,-18%,-5%,22%,Cc1ccc(OCC(=O)Nc2c(C)ccc3nsnc23)cc1
-2%,-8%,1%,-2%,-0.5,-10%,-2%,-2%,-9%,Cc1ccc(Cn2c3ccccc3c3cn[nH]c(=O)c32)cc1
?,19%,-9%,27%,-0.4,-1%,-2%,-2%,88%[activator],CCOc1ccc2[nH]c3c(c2c1)CNCC3
-4%,-7%,-6%,13%,-0.7,-3%,-11%,1%,29%,Oc1[nH]c2ccc(Br)cc2c1N=NC(=S)Nc1ccc(F)cc1

Results in Pol iota inh, TRHR agonist and APEX1 inh (2 entries from above):
compound | Pol iota inh | TRHR agonist | APEX1 inh
O=C(COc1ccc2oc3c(c2c1)CCCC3)Nc1cccc(Br)c1 | -8% | 0.3 | nt
Oc1[nH]c2ccc(Br)cc2c1N=NC(=S)Nc1ccc(F)cc1 | 29% | -0.7 | -7%

Next section.
12-LOX inh,APEX1 inh,Apoferritin bind,POLB inh,TRHR agonist,ERG Ets-DNA blk,BLM inh,Pol kappa inh,Pol iota inh,Compound
-33%,0%,-1%,7%,0.2,-13%,1%,-9%,152%[activator],c1ccc(-c2ccccc2OCCN2CCOCC2)cc1
0%,5%,-18%,-16%,0.4,11%,0%,-21%,14%,COC(=O)CSc1ncc(C#N)c(N)n1
-10%,nt,-10%,35%[activator],-0.2,1%,0%,0%,8%,COc1ccc(CCNC(=O)Cn2c(=O)cc(C(F)(F)F)c3c(C)nn(C)c32)cc1OC
4%,6%,-1%,3%,0.0,1%,0%,-1%,79%[activator],CC(=O)Oc1ccc(-c2cccc(C(=O)NCCO)c2)cc1
21%&19%,-2%,5%,10%,-0.2,3%,6%,-3%,8%,CCn1nc(C(=O)Nc2nc3ccccc3[nH]2)c2ccccc2c1=O
-43%&-25%,-1%,?,0%,0.0,-4%,8%,-9%,126%[activator],CN(Cc1ccccc1)C(=O)COC(=O)c1ccc2ccccc2n1
?,4%,-16%,-1%,0.1,-7%,-15%,3%,1%,COc1ccc(NC(=S)NNC(=O)CNc2ccc(Cl)cc2)cc1
-1%&-18%,-10%,6%&-7%,49%&0%,-0.3&-0.5,2%&-1%,5%&-2%,-1%&-4%,139%&16%[activator],COc1cc(C(CC(=O)Nc2cc(C)ccn2)N2Cc3ccccc3C2=O)cc(OC)c1OC (stereo not given)
16%,nt,nt,nt,nt,7%,nt,-10%,-3%[58.9 µM],CN1CCN(S(=O)(=O)c2cccc(C(=O)Nc3cccc([N+](=O)[O-])c3)c2)CC1
-19%,nt,-9%,16%,0.7,-5%,0%,-4%[60.1 µM],-21%,CC(=O)c1cc2c(cc1N/C(=N/S(=O)(=O)c1ccc(F)cc1)c1ccccc1)OCO2
-26%,9%&23%,?,21%,-0.6,23%,3%,-8%,9%,COC(=O)C1=C(C)N(Cc2ccccc2)C(=NCc2cc(OC)c(OC)c(OC)c2)N[C@H]1CCc1ccccc1
0%,5%,?,16%,0.2,-9%,-6%,-3%,-1%,O=C(c1ccco1)n1nc(-c2ccco2)nc1SCc1ccccc1
?,nt,-11%,-23%,0.2,-4%,-4%,-16%[60.1 µM],15%,CC(=O)Nc1ccc(NC(=O)CCC(=O)c2ccc(C)cc2)cc1
-15%,12%,-4%,10%,0.3,11%,-1%,0%,20%,O=C(O)c1cc(C(=O)O)c(-c2ccccc2)c(C(=O)O)c1
?,-9%,-8%,-22%,0.2,4%,2%,-5%,14%,CCN1CCN(C(CNS(=O)(=O)c2ccc(Cl)cc2)c2ccccc2)CC1 (stereo not given)

Rewritten as labelled records: part of the list above
CC(=O)c1cc2c(cc1N/C(=N/S(=O)(=O)c1ccc(F)cc1)c1ccccc1)OCO2
  12-LOX inh: -19%; APEX1 inh: nt; Apoferritin bind: -9%; POLB inh: 16%; TRHR agonist: 0.7; ERG Ets-DNA blk: -5%; BLM inh: 0%; Pol kappa inh: -4%[60.1 µM]; Pol iota inh: -21%
COC(=O)C1=C(C)N(Cc2ccccc2)C(=NCc2cc(OC)c(OC)c(OC)c2)N[C@H]1CCc1ccccc1
  12-LOX inh: -26%; APEX1 inh: 9%&23%; Apoferritin bind: ?; POLB inh: 21%; TRHR agonist: -0.6; ERG Ets-DNA blk: 23%; BLM inh: 3%; Pol kappa inh: -8%; Pol iota inh: 9%
O=C(c1ccco1)n1nc(-c2ccco2)nc1SCc1ccccc1
  12-LOX inh: 0%; APEX1 inh: 5%; Apoferritin bind: ?; POLB inh: 16%; TRHR agonist: 0.2; ERG Ets-DNA blk: -9%; BLM inh: -6%; Pol kappa inh: -3%; Pol iota inh: -1%
c1ccc(-c2ccccc2OCCN2CCOCC2)cc1
  12-LOX inh: -33%; APEX1 inh: 0%; Apoferritin bind: -1%; POLB inh: 7%; TRHR agonist: 0.2; ERG Ets-DNA blk: -13%; BLM inh: 1%; Pol kappa inh: -9%; Pol iota inh: 152%[activator]

The list goes on:
12-LOX inh,APEX1 inh,Apoferritin bind,POLB inh,TRHR agonist,ERG Ets-DNA blk,BLM inh,Pol kappa inh,Pol iota inh,Compound
11µM*,17%,-3%,-5%,-0.7,0%,-8%,-8%,-6%,CCc1nc(N2CCC(C)CC2)c2oc3ccccc3c2n1
?,5%,nt,nt,0.4,-2%,nt,-19%,16%,CCC1(c2ccccc2)NC(=O)N(CC(=O)Nc2ccc(S(=O)(=O)NC3=NCCCCC3)cc2)C1=O (stereo not given)
13%,2%,-3%,1%,0.5,-1%,1%,-25%,10%,CC(CP(=O)(O)O)NC(=O)Cc1ccccc1 (stereo not given)
461%[activator],20%,-5%,-1%,0.5,-3%,0%,-14%,?,CCc1nnc(NC(=O)c2nc(Cl)ccc2Cl)s1

This is a subset; count on the stated rates, not on these rows.
